Screening data from PubChem.
hcDAF12 agonist – activators of H. contortus DAF-12 nuclear receptor; HEK293 hcDAF-12 lit1-tk-luc reporter, luminescence; 0% DMSO, 100% Δ7-dafachronic acid; activation, % at 6.8 µM; 370,000 tested, 1.4% active; AID 652067;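 active = activation above the mean of all tested compounds plus 3 SD, cut at about 5.5% in these data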;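 also: 100% = response to 3 µM Δ7-dafachronic acid high control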
NR1D1 modulator – modulates human Rev-erb alpha binding to DNA. P20393. Rev-erbα–FITC-DNA binding, fluorescence polarization, 90 min. activity, % at 10 µM. 370,000 tested, 0.79% active. AID 1259318;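 active = activity above about 14%, limit read from the data; passing the limit was not always enough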;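 also: 0% = DMSO wells with 35 nM protein and 100% = DMSO wells with 750 nM protein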
PG9 Ab binder – small molecules binding HIV-1 gp120 antibody PG9 | AID 624416 | TR-FRET gp120-PG9 antibody binding | 360,000 tested, 0.43% active | inhibition, % at 6.7 µM; in the data active = inhibition above about 8.5%
DAX1 inh-1 – inhibitors of human orphan nuclear receptor DAX1 (NR0B1); 340,000 tested, 0.99% active; P51843; HEK293 Gal4-DAX1 luciferase reporter, luminescence; inhibition, % at 6.75 µM; AID 504766;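 active = inhibition above the mean over all tested compounds plus 3 SD, cut at about 4.2% in these data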;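 also: 0% = DAX1-transfected cells with DMSO and 100% = empty-vector control cells with DMSO; inhibition shows as a rise in luminescence from relieved DAX1 repression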
Target sequence (P51843 207-470 limits assumed): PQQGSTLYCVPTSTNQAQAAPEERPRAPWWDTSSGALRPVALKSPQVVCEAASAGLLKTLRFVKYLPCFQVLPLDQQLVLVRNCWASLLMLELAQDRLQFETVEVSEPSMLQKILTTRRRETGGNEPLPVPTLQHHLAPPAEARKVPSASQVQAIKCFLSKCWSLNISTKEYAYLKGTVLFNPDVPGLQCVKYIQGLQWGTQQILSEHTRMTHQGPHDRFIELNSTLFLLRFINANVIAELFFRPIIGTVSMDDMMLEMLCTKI
SMARCA2 act – SMARCA2 function activation, primary screen; activation, % at 9.1 µM; MG213 cells, MMTV-luciferase reporter, dexamethasone, overnight; 370,000 tested, 1% active; in the data active = activation above about 7.8%;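 also: 0% = vehicle wells and 100% = reference activator wells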
PLC-beta3 inh – PLC-beta3 (human) inhibition, primary screen; Q01970; Purified PLC-beta3, fluorogenic substrate, fluorescence; 370,000 tested, 0.18% active; inhibition, % at 12.2 µM; in the data active = inhibition above about 11%;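 also: 0% = median of compound wells on plate and 100% = full blocker control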
FXN GAA850 act – frataxin GAA850 promoter activation; HEK293 lucGAA850 FXN promoter luciferase reporter, 24 h; percent of 10 µM SAHA response; activation, % at 6 µM; 360,000 tested, 0.56% active; AID 540364;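 active = activation above the average of all compounds screened plus 3 SD, cutoff fixed separately per campaign, cut at about 7.5% in these data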;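 also: 0% = DMSO wells and 100% = 10 µM SAHA wells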
ssDAF-12 act – activators of S. stercoralis DAF-12 nuclear receptor; HEK293 ssDAF-12/GRIP1 lit1-tk-luc reporter, luminescence; % of 3 µM dafachronic acid response; activation, % at 6.8 µM; AID 652126; 370,000 tested, 1% active;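 active = activation above the mean over all tested compounds plus 3 SD, cut at about 0.9% in these data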;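 also: 0% = DMSO-only wells and 100% = 3 µM delta7-dafachronic acid wells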
hgDAF-12 ag – agonists of H. glycines DAF-12 nuclear receptor; 370,000 tested, 1.8% active; HEK293 GAL4-hgDAF12 UAS-luciferase reporter, agonist luminescence; normalized to butyrate control; activation, % at 6.8 µM;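 active = activation above a cutoff set at the mean of all screened compounds plus 3 SD, cut at about 10% in these data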;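 also: 0% = DMSO wells and 100% = sodium butyrate wells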
DAX1 inh-2 – DAX1 (NR0B1) inhibition, primary screen; HEK293T StAR-luciferase reporter, SF-1/DAX-1 repression relief; inhibition, % at 6.8 µM; 370,000 tested, 1.1% active; AID 652010;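 active = inhibition above the mean over all tested compounds plus 3 SD, cut at about 3.6% in these data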;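 also: 0% = DAX-1 cells with DMSO and 100% = cells lacking DAX-1 with DMSO; higher inhibition means more luminescence from relief of DAX-1 repression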
sPLA2-III inh – Inhibits HGIII-sPLA2 liposome hydrolysis, primary screen; QFRET BODIPY PC-A2 liposome hydrolysis, fluorescence; inhibition, % at 12.2 µM; 370,000 tested, 0.56% active; AID 743126;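 active = inhibition above mean plus 3 SD of compounds lying within the high and low control bounds, cut at about 19% in these data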;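 also: 0% = median of test compound wells and 100% = no enzyme DMSO wells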
Target sequence (Q9NZ20 whole entry, looked up): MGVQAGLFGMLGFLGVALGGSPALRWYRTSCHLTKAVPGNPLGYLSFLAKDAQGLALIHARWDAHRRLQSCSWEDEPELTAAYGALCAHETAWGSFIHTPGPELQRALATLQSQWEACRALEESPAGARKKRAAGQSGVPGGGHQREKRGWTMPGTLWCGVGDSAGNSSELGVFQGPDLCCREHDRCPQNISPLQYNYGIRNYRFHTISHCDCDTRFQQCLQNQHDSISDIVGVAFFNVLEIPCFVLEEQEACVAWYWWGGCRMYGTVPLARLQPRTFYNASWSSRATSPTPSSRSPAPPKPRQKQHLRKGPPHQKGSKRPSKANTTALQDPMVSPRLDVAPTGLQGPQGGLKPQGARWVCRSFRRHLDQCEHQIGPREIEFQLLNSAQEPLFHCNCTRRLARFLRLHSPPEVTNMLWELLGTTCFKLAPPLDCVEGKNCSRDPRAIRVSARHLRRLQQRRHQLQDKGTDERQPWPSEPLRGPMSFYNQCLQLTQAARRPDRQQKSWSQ
Active calls of the source: *; / = not tested or not shown.

Screens in order – NR1D1 modulator	SMARCA2 act	ssDAF-12 act	PLC-beta3 inh	sPLA2-III inh	hcDAF12 agonist	DAX1 inh-2	DAX1 inh-1	FXN GAA850 act	hgDAF-12 ag	PG9 Ab binder
CC(=CC(=O)c1ccccc1)c1ccccc1
    -3	-1	-0.8	-3	13	1.1	-1.3	-0.3	0.6	1.6	-0.6
CC(=O)c1cccc(NC(=O)c2cc(-c3ccncc3)nc3ccccc23)c1
    -7	-4	-0.9	-9	0	0.0	-1.7	-0.8	0.8	-1.5	0.4
Cc1nnc(SCC(=O)Nc2nnc(SCc3cccc(Br)c3)s2)s1
    -1	3	-1.0	-3	-17	-2.3	0.5	1.5	-0.7	-1.6	0.1
CC(C)OCC(O)CN1CCC(Cc2ccccc2)CC1 (centres undefined)
    6	1	-1.1	-2	-4	-0.1	0.1	0.3	0.6	4.2	-1.4
COCCNc1nnc(SCC(=O)c2ccc3c(c2)OCO3)s1
    -4	0	-0.5	1	-10	-1.2	-0.6	-0.4	0.5	-0.7	-2.7
Cc1ccc(C)c(N(C)S(=O)(=O)c2ccc3c(c2)oc(=O)n3C)c1
    3	-3	-1.0	-2	-7	0.5	0.1	1.6	1.8	1.2	-1.4
COc1ccc(CNC(=O)c2cc(-c3cc(C)cc(C)c3O)n[nH]2)cc1
    3	-3	-2.0	-7	-1	-1.1	0.0	0.6	0.8	-3.4	2.1
O=C1OC[C@@H]2CCCN2C(=O)[C@@H](CC(=O)N(CCO)Cc2ccccc2)C/C=C\CC[C@H]1Cc1ccc(F)cc1
    -2	3	-1.8	4	-18	-2.0	0.1	0.6	-1.4	-1.9	-1.0
N=C1/C(=C/c2ccc(OC(=O)c3ccco3)cc2)C(=O)N=C2SC=CN12
    3	-1	-1.2	-68	-7	-0.7	-1.1	-0.1	-0.6	0.5	-0.2
NC(=O)N/N=C\c1cccs1
    -7	-4	-1.1	-4	7	-2.0	-0.6	/	1.3	-3.6	2.8
Cc1ccc(N(C)S(=O)(=O)c2cccc(C(=O)OCC(=O)N3CCCC(C)C3)c2)cc1 (centres undefined)
    -1	-2	-1.0	-10	12	0.5	-0.3	0.6	-0.3	-1.0	-0.2
O=C(Nc1ccc(N2CCOCC2)cc1)c1nc2ccccc2s1
    -2	12*	-0.1	-2	3	4.3	4.3*	1.5	3.9	18*	-0.7
Cc1ccc(NC(=O)Cn2nnc(C(=O)NCc3ccccc3)c2N)cc1C
    -1	2	-2.1	0	4	-0.4	-0.5	0.7	-2.6	0.1	-0.6
CC(=O)Nc1ccc(Nc2cc(-c3ccccc3)nc3ncnn23)cc1
    -5	0	-1.3	-16	-4	-2.4	-1.3	-0.6	-0.5	-2.9	-0.4
Cc1ccc(C)c(N2CCN(S(=O)(=O)c3ccc4c(c3)C(C)(C)C(=O)N4C)CC2)c1
    1	-3	-1.2	-4	7	-2.8	-1.6	-0.1	-1.7	0.3	1.4
CC(C)NC(=O)COC(=O)c1ccc(Oc2ccccc2)cc1
    -6	-2	-0.7	-4	5	1.1	-0.7	0.6	-1.5	-1.6	-0.1
Cc1ccc2nc(-c3ccc(NC(=O)CN4C(=O)c5ccccc5C4=O)cc3)sc2c1
    10	16*	2.2*	-84	11	14*	5.4*	2.2	3.7	19*	-0.4
O=C(/C=C/c1cccs1)c1ccc(NC(=O)c2cccc(Br)c2)cc1
    -4	0	-1.0	0	-2	0.2	0.7	-1.1	5.6	5.1	-2.3
CC1CN(c2ccnc3cc(Cl)ccc23)CC(C)O1 (centres undefined)
    -1	-3	-1.2	-21	4	-2.7	0.5	-2.1	-0.9	-1.7	0.3
O=C(NN=C1c2ccccc2-c2ccccc21)c1cccc(Br)c1
    -2	1	-0.6	-12	2	1.6	0.4	0.2	1.4	1.9	0.3
CCCNC(=O)CSc1nc2[nH]ncc2c(=O)[nH]1
    3	-1	-1.3	-1	6	-3.8	-0.3	0.9	0.8	-0.3	1.2
COc1ccc(Cl)cc1NC(=O)NC1CCCCC1
    -6	1	-1.4	2	-2	-1.0	-0.4	-0.8	1.1	-2.2	1.0
O=C(CSc1nc2c(c(=O)n1-c1ccccc1)SCC2)N1CCN(c2ccccc2)CC1
    4	0	-1.2	-1	3	-1.0	-1.1	0.1	-2.0	-0.4	-1.1
CC1CCN(S(=O)(=O)c2cccc(-c3csc(-c4cccnc4)n3)c2)CC1
    6	-3	-1.3	-2	-16	-2.6	-0.5	-1.2	1.4	-1.6	-0.8
CC(=O)NC1CC(C)(C)N(OC(C)=O)C(C)(C)C1
    -5	-1	-1.0	1	5	-1.9	0.4	1.5	1.4	-0.8	0.5
Cc1ccc(S(=O)(=O)N2CC(O)CC2C(=O)OCc2nc3sc(C)c(C)c3c(=O)[nH]2)cc1 (centres undefined)
    2	-2	0.2	3	0	-1.1	0.7	-0.2	1.5	-1.8	-2.3
CCOC(=O)N1CCN(C(=O)c2n[nH]c(=O)c3ccccc23)CC1
    -1	-2	-1.3	1	2	-1.1	-0.5	0.0	0.2	1.4	2.0
Cn1cccc1/C=N/NC(=O)c1cccs1
    3	5	0.1	-6	11	0.5	5.5*	2.4	7.2	11*	-2.4
COC(=O)C1=C(C)NC(=S)NC1c1ccc(-c2cccc(Cl)c2)o1 (centres undefined)
    4	-3	-0.8	0	6	-0.9	0.6	0.0	0.2	0.9	0.4
Cc1cccc(-n2ccc(=O)c(C(=O)Nc3ccc(S(=O)(=O)N4CCOCC4)cc3)n2)c1
    -1	-2	-0.7	-6	6	-2.3	-0.3	-1.4	0.5	0.6	0.0
CCOC(=O)c1[nH]cnc1C(=O)Nc1cccc(N)n1
    1	-3	-1.1	-1	-4	1.1	0.2	-0.2	0.2	0.4	2.2
CCOC(=O)/C(=C\c1c[nH]c2ccccc12)NC(C)=O
    7	-2	1.4*	1	2	3.0	0.1	0.3	0.1	-2.9	-0.3
Cc1cc(Cl)ccc1OCc1n[nH]c(=S)n1C1CCCCC1
    -3	-3	-1.1	-4	-22	-2.0	-0.4	-0.3	4.0	-0.2	1.5
CC1CC(=O)C2=C(C1)OC(N)=C(C#N)C2c1coc2ccccc2c1=O (centres undefined)
    4	-2	-0.6	-17	0	0.4	-0.1	-1.1	0.3	0.2	-0.9
CC1CCCCC12NC(=O)N(CC(=O)N1CCc3ccccc3C1)C2=O (centres undefined)
    0	3	-0.8	-3	-2	-0.5	0.5	-0.2	1.2	3.2	-1.2
CSCCC(NS(=O)(=O)/C=C/c1ccccc1)C(=O)N1CCC(C)CC1 (centres undefined)
    0	-5	-0.8	2	-4	-1.9	-0.6	0.7	0.5	-0.3	-0.8
Cc1ccc(S(=O)(=O)N(C)C[C@H]2Oc3c(NC(=O)Nc4cccc5ccccc45)cccc3C(=O)N([C@@H](C)CO)C[C@@H]2C)cc1
    -3	-6	-0.8	-30	-31	-0.8	-1.7	-1.7	-4.2	-6.5	-1.4
O=C(COc1ccc2ccccc2c1)Nc1nccs1
    4	4	-0.4	-9	-8	6.7*	3.6*	-1.2	6.8	19*	0.5
COc1ccc(S(=O)(=O)NCc2ccco2)cc1C(=O)N1CCOCC1
    2	1	-1.1	-4	0	-0.3	-0.1	0.9	0.5	1.5	0.0
O=C(Nc1nccs1)c1nc[nH]c1C(=O)NCc1ccccc1
    -1	1	-1.2	-1	14	-2.1	-0.1	0.9	0.6	-0.2	1.4
NCCCCCC(=O)N/N=C/c1ccc2nccnc2c1
    -1	-5	-0.8	-13	11	1.5	0.3	1.1	0.6	2.3	1.6
COc1ccc(/C=N/n2c(-c3cccs3)n[nH]c2=S)cc1
    -7	-2	-1.6	-22	-8	-0.1	-0.4	0.6	-1.2	0.0	-1.6
CCNC(=O)N1CCN(C(=O)NCC)CC1
    -2	-1	-1.7	-3	2	0.3	0.2	0.1	0.0	0.3	0.6
Cc1cc(C)n2nc(C(=O)OCC(=O)Nc3ccc(Cl)cc3)nc2n1
    -3	-2	-1.5	3	0	0.9	0.6	0.7	0.2	1.8	-0.9
CC(=O)c1ccc(-c2ccc(C(=O)N(C)c3c(N)n(Cc4ccccc4)c(=O)[nH]c3=O)o2)cc1
    8	2	-0.5	-119	8	-0.2	-0.2	1.1	0.9	3.9	-0.9
O=C(CCC(=O)N/N=C/c1cc(Cl)cc(Cl)c1O)NCc1ccccc1
    -1	-3	-0.3	-69	0	1.7	0.7	1.6	-0.6	-0.7	1.3
O=C(Nc1nc2ccccc2s1)c1ccc(OCC2CCCO2)cc1 (centres undefined)
    0	-5	-0.6	-25	-17	2.6	0.7	-2.9	-2.1	0.1	-0.6
CC[C@@H](C)C(NC(=O)OC(C)(C)C)c1cn([C@@H](Cc2ccc(O)cc2)C(=O)N2CCN(C(=O)OC(C)(C)C)CC2)nn1 (some centres undefined)
    2	3	-1.8	1	-12	-0.3	0.2	1.0	-1.4	-1.0	0.4
COc1cccc(CC(=O)Nc2ccc3c(c2)CCC3)c1
    2	1	-1.0	-1	-7	-0.2	0.3	-0.7	2.1	2.9	-2.0
COc1ccc(CCNC(=O)CSc2nn(-c3ccccc3)c(=S)s2)cc1
    7	-2	-0.7	-8	11	0.6	-0.7	-0.5	0.4	2.0	-0.4
CCOC(=O)c1c(C)[nH]c(C)c1S(=O)(=O)N1CCN(c2cccc(C)c2)C(C)C1 (centres undefined)
    2	-1	-1.2	-3	-13	-0.4	-1.3	0.3	1.5	-2.9	-2.0
